aSyn rescue: qHTS of alpha-syn Inhibitors. Yeast expressing alpha-synuclein, growth rescue, BacTiter-Glo, 24 h. Potency, µM (titrated, usually from 46.1 µM), for the others: top-dose growth rescue (activation), most hits filed as activators. actives 0.14% (n = 370,000). AID 652106, 2013; further: % of control where 0% means no effect; nearly all actives have a fitted effect of over 65% in size
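Readout is rescue of growth in alpha-synuclein-expressing yeast, so inhibitors of toxicity appear as activators. Growth after 24 hr at 30 deg C in galactose medium is quantified by luminescence.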
PTHR1 agonist: qHTS for PTHR1 Agonists: Primary Screen; AID 743266, 2014; actives 0.075% (n = 410,000); HEK293 GP2 PTHR1 cells, GloSensor cAMP luminescence, 1 h; Potency, µM (doses to about 115 µM), without a hit: top-dose activation, usual class: activators; further: nearly all actives have a fitted effect of over 55% in size; some results filed as inactive show a strong effect at the top dose; inactives centre near -15; many of its hits are not listed in these tables
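HEK-293-derived GP2 cells expressing PTHR1 and a GloSensor cAMP reporter, 3,000/well, plated overnight, given luciferin plus IBMX (each 0.5 mM as added) for 1 h at 37 °C, then compound for 1 h at 37 °C. Luminescence was read after 15 min at room temperature.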
EPAC2 antagonist: qHTS for Antagonist of cAMP-regulated guanine nucleotide exchange factor 2 (EPAC2): primary screen | EPAC2 GEF exchange of Rap1B-BODIPY-GDP, fluorescence | actives 0.18% (n = 360,000) | Potency, µM (highest dose often 114 µM), for the others: at the top dose activity, negative = inhibition, actives largely listed as inhibitors; further: on the % scale 0 is the no-effect control and ±100 the full control effect; nearly all actives have a fitted effect of over 45% in size; many of its hits are not listed in these tables
FUS yeast rescue: qHTS for Suppressors of FUS Proteinopathy: Primary screen using FUS-linked yeast assay; S. cerevisiae FUS-expressing, growth rescue, OD600, 24 h; Potency, µM (top dose mostly 76.6 µM), inactives show at the top dose growth rescue (activation), most hits filed as activators; actives 0.24% (n = 390,000); AID 1347120, 2019;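 further: plate controls were DMSO vehicle for no effect and reference control for full effect; nearly all actives have a fitted effect of over 55% in size; some results filed as inactive show a strong effect at the top dose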
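Quantitative HTS measuring growth restoration of FUS-toxic yeast. Galactose-induced cells (OD 0.005) were exposed 24hr at 30C to compounds at several concentrations, then absorbance at 600 nm was recorded.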
EPAC1 antag: qHTS for Antagonist of cAMP-regulated guanine nucleotide exchange factor 3 (EPAC1): primary screen; Rap guanine nucleotide exchange factor 3 (Homo sapiens), O95398; EPAC1 GEF assay, Rap1b-BODIPY-GDP exchange fluorescence; actives 0.14% (n = 360,000); Potency, µM (doses to about 115 µM), for inactives: top-dose activity change, negative = inhibition, hits mostly inhibitors;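 further: plate controls were vehicle for no effect and positive control for full effect; nearly all actives have a fitted effect of over 50% in size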
Target sequence (O95398 whole entry, looked up): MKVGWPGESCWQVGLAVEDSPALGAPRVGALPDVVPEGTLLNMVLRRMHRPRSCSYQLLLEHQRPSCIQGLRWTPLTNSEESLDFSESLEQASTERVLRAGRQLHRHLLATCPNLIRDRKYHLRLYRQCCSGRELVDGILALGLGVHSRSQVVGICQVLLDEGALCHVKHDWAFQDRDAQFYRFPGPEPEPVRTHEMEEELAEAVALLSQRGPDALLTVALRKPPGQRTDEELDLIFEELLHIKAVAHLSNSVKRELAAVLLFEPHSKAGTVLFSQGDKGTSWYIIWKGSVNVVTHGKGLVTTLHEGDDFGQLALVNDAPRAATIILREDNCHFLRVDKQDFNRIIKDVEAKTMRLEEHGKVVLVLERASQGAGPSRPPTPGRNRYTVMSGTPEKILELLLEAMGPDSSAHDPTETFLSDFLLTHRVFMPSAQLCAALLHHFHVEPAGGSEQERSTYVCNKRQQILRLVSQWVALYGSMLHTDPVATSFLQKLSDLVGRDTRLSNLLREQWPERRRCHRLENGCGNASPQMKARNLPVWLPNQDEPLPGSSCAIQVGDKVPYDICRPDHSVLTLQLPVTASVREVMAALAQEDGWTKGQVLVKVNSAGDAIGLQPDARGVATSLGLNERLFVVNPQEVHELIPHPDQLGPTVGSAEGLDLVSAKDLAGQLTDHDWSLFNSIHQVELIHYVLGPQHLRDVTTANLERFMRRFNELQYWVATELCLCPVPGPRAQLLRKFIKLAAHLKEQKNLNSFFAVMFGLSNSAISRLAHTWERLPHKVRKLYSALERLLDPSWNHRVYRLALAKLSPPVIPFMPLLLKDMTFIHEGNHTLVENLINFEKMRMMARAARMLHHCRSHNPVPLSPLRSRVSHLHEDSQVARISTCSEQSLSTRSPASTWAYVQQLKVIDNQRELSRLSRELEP
EPAC2 agonist: qHTS for Agonist of cAMP-regulated guanine nucleotide exchange factor 4 (EPAC2): primary screen | Potency, µM (top dose mostly 154 µM), for the others: at the top dose activation, actives largely listed as activators | EPAC2 activation, biochemical qHTS; response scale: 100% = 6.5 mM cAMP response | Rap guanine nucleotide exchange factor 4 (Homo sapiens), Q8WZA2 | AID 720711, 2013 | actives 0.079% (n = 360,000); further: nearly all actives have a fitted effect of over 50% in size
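Guanine nucleotide exchange by EPAC2 is measured as reduced fluorescence of BODIPY-GDP once it is released from 250 nM Rap1B. Plates are read kinetically for 30 min at room temperature; results are scaled to 6.5 mM cAMP.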
EPAC1 agonist: qHTS for Agonist of cAMP-regulated guanine nucleotide exchange factor 3 (EPAC1): primary screen; EPAC1 agonist qHTS, biochemical assay; response scale: 100% = response to 6.5 mM cAMP; AID 720707, 2013; actives 0.073% (n = 360,000); Rap guanine nucleotide exchange factor 3 (Homo sapiens), O95398; Potency, µM (series often up to 154 µM), inactives show at the highest dose activation, hits mostly activators; further: nearly all actives have a fitted effect of over 60% in size
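Compounds were pinned as a concentration titration into mixtures of EPAC1 (100 nM), BODIPY-GDP-loaded Rap1B (250 nM) and GDP (50 uM). After 5 min at room temperature, fluorescence was followed for 30 min; activity was scaled to 6.5 mM cAMP.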
TDP-43 yeast inh: qHTS of TDP-43 Inhibitors. actives 1.8% (n = 410,000). TDP-43 expressing yeast growth rescue, BacTiter-Glo, 24 h. Potency, µM (doses to about 46.1 µM), without a hit: at the highest dose growth rescue (activation), actives largely listed as activators; further: % of control where 0% means no effect; nearly all actives have a fitted effect of over 50% in size
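Galactose-induced TDP-43 yeast, OD600=0.02, compound pinned; 24 hr, 30 deg C; BacTiter-Glo luminescence for growth. Inhibitors of TDP-43 toxicity read as activators.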
An asterisk follows results filed as active; i = inactive; ? = inconclusive; . = not tested or not shown; [ ] = dose if it differs, or a comment. The call rests on the fitted dose curve; in most records, active means well fitted curve in the direction sought with a large enough effect; inconclusive means small, poorly fitted or top-dose-only effect, or another doubt; inactive means no such curve, though single readings can be large; an effect the other way counts as inactive or inconclusive. Potency means the concentration at half of the fitted maximal effect.

cpd	Structure	aSyn rescue	PTHR1 agonist	EPAC2 antagonist	FUS yeast rescue
1	C=CCNc1nc2cc(-c3ccc(C(=O)N4CCOCC4)cc3)sc2c(=O)n1C	-6%	-50%[inhibitor]	-2%	13%
2	O=C(NC(=S)NC1C2CC3CC(C2)CC1C3)C12CC3CC(CC(C3)C1)C2 (configuration not stated)	-36%	i	18%	3%
3	COc1cccc(C(=O)N/N=C(\CC(C)C)c2ccccc2)c1	-5%	i	13%	30%
4	O=C(NC1CCCCC1)C1CCCN1S(=O)(=O)c1ccc(Cl)cc1 (configuration not stated)	2%	-10%	3%	1%
5	CCN1CCN(c2cc(C)c3cc(NC(=O)CCC(=O)Nc4ccc(OC)cc4OC)ccc3n2)CC1	3%	i	0%	10%
6	C[C@H](CO)N1C[C@H](C)[C@@H](CN(C)S(=O)(=O)c2ccc(F)cc2)Oc2ccc(NC(=O)Cc3cn(C)c4ccccc34)cc2C1=O	3%	-36%[inhibitor]	0%	?
7	COc1ccccc1CNC(=O)COC(=O)Cc1cccc(F)c1	-8%	?	4%	0%
8	CC(=O)NCC(=O)OCC(=O)c1ccc2ccccc2c1	-3%	i	13%	2%
9	Cc1nc2c(C(=O)N3CCOCC3)cnn2c(C)c1Cc1ccc(Cl)cc1	1%	-12%[57.5 µM]	-28%	40%
10	Cc1ccc(CN2CCNC(=O)C2CC(=O)N(C)CCc2ccccc2)cc1 (configuration not stated)	4%	i	-1%	-10%
11	Cc1cccc(N2CC(C(=O)Nc3cccc(S(=O)(=O)N4CCCCC4)c3)CC2=O)c1C (configuration not stated)	-7%	-33%[inhibitor]	-1%	?
12	COc1ccc(CCNC(=O)Cn2cc(C(F)(F)F)cc(Cl)c2=O)cc1OC	-2%	-1%	-3%	26%
13	COc1ccc(-c2cc(C(=O)Nc3ccccc3)on2)cc1	-4%	-24%	11%	-28%
14	CCN1CCN(Cc2nc3cc(NC(=O)COc4ccc([N+](=O)[O-])cc4)ccc3n2C)CC1	-7%	i	-2%	-4%
15	COC(=O)C(C(C)C)N(Cc1cc(OC)cc(OC)c1)S(=O)(=O)CCl (configuration not stated)	-1%	i	-20%	3%

cpd	EPAC1 antag	EPAC2 agonist	EPAC1 agonist	TDP-43 yeast inh
1	-1%	7%	13%	20%
2	25%	5%	-2%	-34%[inhibitor]
3	5%	0%	-1%	-30%[inhibitor]
4	-5%	5%	5%	4%
5	-11%	-2%	-2%	7%
6	-3%	9%	2%	9%
7	18%	3%	-16%	2%
8	2%	3%	-3%	0%
9	-19%	10%	4%	1%
10	-8%	2%	-24%	-13%
11	-16%	18%	13%	9%
12	-19%	5%	3%	-17%
13	2%	2%	-4%	13%
14	18%	1%	6%	-1%
15	1%	5%	-10%	33%

7 consecutive entries already listed, for reference:
cpd	Structure	aSyn rescue	PTHR1 agonist	EPAC2 antagonist	FUS yeast rescue
9	Cc1nc2c(C(=O)N3CCOCC3)cnn2c(C)c1Cc1ccc(Cl)cc1	1%	-12%[57.5 µM]	-28%	40%
10	Cc1ccc(CN2CCNC(=O)C2CC(=O)N(C)CCc2ccccc2)cc1 (configuration not stated)	4%	i	-1%	-10%
11	Cc1cccc(N2CC(C(=O)Nc3cccc(S(=O)(=O)N4CCCCC4)c3)CC2=O)c1C (configuration not stated)	-7%	-33%[inhibitor]	-1%	?
12	COc1ccc(CCNC(=O)Cn2cc(C(F)(F)F)cc(Cl)c2=O)cc1OC	-2%	-1%	-3%	26%
13	COc1ccc(-c2cc(C(=O)Nc3ccccc3)on2)cc1	-4%	-24%	11%	-28%
14	CCN1CCN(Cc2nc3cc(NC(=O)COc4ccc([N+](=O)[O-])cc4)ccc3n2C)CC1	-7%	i	-2%	-4%
15	COC(=O)C(C(C)C)N(Cc1cc(OC)cc(OC)c1)S(=O)(=O)CCl (configuration not stated)	-1%	i	-20%	3%

cpd	EPAC1 antag	EPAC2 agonist	EPAC1 agonist	TDP-43 yeast inh
9	-19%	10%	4%	1%
10	-8%	2%	-24%	-13%
11	-16%	18%	13%	9%
12	-19%	5%	3%	-17%
13	2%	2%	-4%	13%
14	18%	1%	6%	-1%
15	1%	5%	-10%	33%

Going on with the list:
cpd	Structure	aSyn rescue	PTHR1 agonist	EPAC2 antagonist	FUS yeast rescue
16	COc1cccc(OCC(=O)NNC(=O)c2ccc3ccccc3c2)c1	3%	i	7%	14%
17	CCN(CC)c1ccc(C=C2C(=O)OC3(CCCCC3)OC2=O)cc1	13%	-16%	19%	-2%
18	COc1ccc2nc3n(c(=O)c2c1)-c1ncccc1C(=O)NC3CC(C)C (configuration not stated)	7%	-22%	-2%	10%
19	Cn1c(=O)c(S(=O)C2CCCCC2)c(O)c2ccccc21 (configuration not stated)	-21%	i	-5%	15%
20	CCCOC(=O)c1ccc(-c2ccc(C=O)o2)cc1	-23%	-52%[inhibitor]	-2%	4%
21	COc1ccc2[nH]c(=O)c(CN(C(=O)c3cccnc3)c3ccc(C)c(C)c3)cc2c1	-7%	-6%	2%	7%
22	COc1cc(CC(=O)Oc2ccc3c(c2)OCO3)cc(OC)c1OC	-11%	-4%[57.5 µM]	12%	16%
23	CCN(c1ccccc1)S(=O)(=O)c1ccc2[nH]c(=O)c(=O)[nH]c2c1	-2%	-14%	-8%	-2%
24	COCCN(C(=O)COC(=O)Cc1c(C)nc2ccccc2c1C)c1c(N)n(CC(C)C)c(=O)[nH]c1=O	2%	i	5%	7%
25	CN(C)CCC1Sc2ccccc2Oc2ccccc21 (configuration not stated)	5%	-20%[57.5 µM]	-6%	1%
26	C=CCN1c2ccccc2[C@]23C[C@@H](C(=O)OC)N(C(=O)NCCC)C2=NC(C(=O)OC)=C(C(=O)OC)[C@H]13	1%	-9%	7%	33%
27	NS(=O)(=O)c1ccc(CCNC(=O)COC(=O)c2ccc([N+](=O)[O-])o2)cc1	16%	i	-15%	3%
28	CSc1nc2c(c(-c3ccccc3)c1C#N)CCC2	.	-22%	14%	0%
29	O=C(Nc1ccc(Cl)cc1Cl)N1CCN(c2ncccn2)CC1	0%	-51%[inhibitor]	0%	-40%
30	O=C(c1ccco1)N1CCCC(c2ccccc2)C1 (configuration not stated)	4%	i	11%	5%

cpd	EPAC1 antag	EPAC2 agonist	EPAC1 agonist	TDP-43 yeast inh
16	-5%	5%	-8%	19%
17	-11%	-2%	1%	-10%[0.397 µM]
18	8%	9%	-2%	0%
19	-11%	6%	5%	?
20	-18%	1%	5%	-19%
21	9%	9%	9%	-12%
22	-2%	3%	-15%	4%
23	-1%	10%	-3%	-6%
24	-7%	3%	7%	5%
25	8%	3%	9%	-12%
26	11%	10%	-12%	-2%
27	-2%	6%	6%	-20%
28	0%	0%	-8%	-8%
29	-16%	5%	-8%	22%
30	3%	0%	-1%	6%

Part of the list above in order of number of heavy atoms, low to high:
cpd	Structure	aSyn rescue	PTHR1 agonist	EPAC2 antagonist	FUS yeast rescue
28	CSc1nc2c(c(-c3ccccc3)c1C#N)CCC2	.	-22%	14%	0%
22	COc1cc(CC(=O)Oc2ccc3c(c2)OCO3)cc(OC)c1OC	-11%	-4%[57.5 µM]	12%	16%
26	C=CCN1c2ccccc2[C@]23C[C@@H](C(=O)OC)N(C(=O)NCCC)C2=NC(C(=O)OC)=C(C(=O)OC)[C@H]13	1%	-9%	7%	33%

cpd	EPAC1 antag	EPAC2 agonist	EPAC1 agonist	TDP-43 yeast inh
28	0%	0%	-8%	-8%
22	-2%	3%	-15%	4%
26	11%	10%	-12%	-2%

Further entries
cpd	Structure	aSyn rescue	PTHR1 agonist	EPAC2 antagonist	FUS yeast rescue
31	COC(=O)c1sccc1NC(=O)CSCC(=O)O	-5%	-19%	-21%	10%
32	COc1cc(SC)ccc1C(=O)Nc1ccc(OCC(=O)N2CCOCC2)cc1	0%	-59%[inhibitor]	2%	31%
33	CCN(CC)CCCNC1=C(Cl)C(=O)c2ccccc2C1=O	-1%	-85%[inhibitor]	-9%	14%
34	Brc1cccc(OCCCCn2cncn2)c1	1%	0%	-6%	-16%
35	CCOc1nnnc2c1sc1nc(N3CCOCC3)c3c(c12)CCCC3	-9%	22%[57.5 µM]	3%	3%
36	CCc1ccc(CNC(=O)C2CCCN(S(=O)(=O)N3CC(C)CC(C)C3)C2)cc1 (configuration not stated)	1%	-12%	6%	-10%
37	Cn1c(CCN2CCCCC2)nc2cc(NS(=O)(=O)c3ccc(Cl)cc3)ccc21	-5%	i	-3%	18%
38	Cc1ccccc1NS(=O)(=O)c1cc(C(=O)NCCC2=CCCCC2)ccc1Cl	15%	-44%	-1%	32%
39	Cc1cc(C(=O)OCC(=O)c2ccc(Cl)c([N+](=O)[O-])c2)c2cccc(C)c2n1	-4%	i	0%	.
40	O=C(Cn1nnc2ccccc2c1=O)NCc1ccco1	-1%	-31%[inhibitor][57.5 µM]	-5%	-6%
41	COc1ccc(Nc2cc(C)nc(N3CCN(C(=O)c4ccc5c(c4)OCO5)CC3)n2)cc1	0%	i	14%	-9%
42	O=C(CCNc1n[nH]c(=O)[nH]c1=O)N/N=C/c1ccccc1Br	2%	-23%	2%	13%
43	O=C(O)c1ccccc1C(=O)Nc1nc(-c2ccccc2)cs1	3%	-18%	-14%	-23%
44	Cc1cc(C(=O)N/N=C/c2ccc(-c3cccc(Cl)c3)o2)n[nH]1	2%	-10%	-9%	10%
45	Cc1onc(-c2ccccc2Cl)c1C(=O)Nc1ccccc1C(=O)NC(C)C	20%	-15%[57.5 µM]	-4%	19%
46	CCCCN(CCCC)S(=O)(=O)c1ccc2[nH]c(=O)[nH]c2c1	-4%	i	8%	27%
47	COc1ccc(OC(C)C(=O)NCCC2=CCCCC2)cc1 (configuration not stated)	10%	-12%	-12%	13%

cpd	EPAC1 antag	EPAC2 agonist	EPAC1 agonist	TDP-43 yeast inh
31	-8%	4%	8%	-11%
32	-4%	15%	2%	-11%
33	?	3%	-3%	-8%
34	-11%	1%	2%	10%
35	4%	-1%	-10%	2%
36	2%	-10%	0%	3%
37	0%	-4%	5%	3%
38	-12%	9%	5%	-2%
39	-9%	-10%	4%	27%
40	-16%	15%	5%	-1%
41	7%	-6%	-1%	18%
42	-2%	14%	22%	4%[9.22 µM]
43	2%	4%	-5%	-4%
44	0%	2%	-14%	-14%[1.82 µM]
45	6%	18%	17%	17%
46	10%	7%	12%	-27%
47	-1%	8%	6%	0%

High-throughput results deposited in PubChem by National Center for Advancing Translational Sciences (NCATS).

The list is partial; rates above refer to the full screens.
